Screening data deposited in PubChem by several laboratories.
NPR1 activator: GC-A stimulated cGMP production enhancers – HEK293 GC-A cells, cGMP TR-FRET, EC30 ANP, primary screen; Atrial natriuretic peptide receptor 1 (Homo sapiens), P16066; 0% at EC30 ANP, 100% saturating ANP; activation, % at 10 µM; 0.14% of 370,000 active; in the data active = activation above about 40%
sPLA2-III inh: human group III sPLA2 inhibitors, primary screen, biochemical, QFRET, BODIPY PC-A2 liposome substrate; Group 3 secretory phospholipase A2 (Homo sapiens), Q9NZ20; QFRET BODIPY PC-A2 liposome hydrolysis, fluorescence; inhibition, % at 12.2 µM; 0.56% of 370,000 active; AID 743126, 2013;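 active = inhibition above mean plus 3 SD of compounds lying within the high and low control bounds, cut at about 19% in these data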;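 also: 0% = median of test compound wells and 100% = no enzyme DMSO wells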
NPR2 activator: human GC-B receptor activators, primary screen, HEK293 GC-B cells, cGMP TR-FRET, EC30 CNP; Atrial natriuretic peptide receptor 2 (Homo sapiens), P20594; 0% at EC30 CNP, 100% saturating CNP; activation, % at 10 µM; 0.11% of 370,000 active; AID 1920062, 2024;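 active = activation at 10 µM reaching about 35% in either raw or pattern-adjusted values, limit read from the data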
DAX1 inh-1: DAX1 (NR0B1) inhibitors on StAR promoter, primary screen, cell-based, luminescence, SF-1 (NR5A1), full-length DAX-1; HEK293T StAR-luciferase reporter, SF-1/DAX-1 repression relief; inhibition, % at 6.8 µM; 1.1% of 370,000 active; AID 652010, 2013;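 active = inhibition above the mean over all tested compounds plus 3 SD, cut at about 3.6% in these data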;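 also: 0% = DAX-1 cells with DMSO and 100% = cells lacking DAX-1 with DMSO; higher inhibition means more luminescence from relief of DAX-1 repression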
ADAM10 inh: human ADAM10 inhibitors, primary screen, biochemical, QFRET, HTS. Disintegrin and metalloproteinase domain-containing protein 10 (Homo sapiens), O14672. recombinant ADAM10, EDANS/DABCYL FRET peptide cleavage, 3 h. inhibition, % at 7 µM. 0.62% of 370,000 active;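 active = inhibition above a per-campaign cutoff equal to the mean of compounds falling between control-based bounds plus 3 SD, cut at about 20% in these data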;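 also: 0% = DMSO wells while the 100% control is not disclosed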
Target sequence (O14672 214-748 limits assumed): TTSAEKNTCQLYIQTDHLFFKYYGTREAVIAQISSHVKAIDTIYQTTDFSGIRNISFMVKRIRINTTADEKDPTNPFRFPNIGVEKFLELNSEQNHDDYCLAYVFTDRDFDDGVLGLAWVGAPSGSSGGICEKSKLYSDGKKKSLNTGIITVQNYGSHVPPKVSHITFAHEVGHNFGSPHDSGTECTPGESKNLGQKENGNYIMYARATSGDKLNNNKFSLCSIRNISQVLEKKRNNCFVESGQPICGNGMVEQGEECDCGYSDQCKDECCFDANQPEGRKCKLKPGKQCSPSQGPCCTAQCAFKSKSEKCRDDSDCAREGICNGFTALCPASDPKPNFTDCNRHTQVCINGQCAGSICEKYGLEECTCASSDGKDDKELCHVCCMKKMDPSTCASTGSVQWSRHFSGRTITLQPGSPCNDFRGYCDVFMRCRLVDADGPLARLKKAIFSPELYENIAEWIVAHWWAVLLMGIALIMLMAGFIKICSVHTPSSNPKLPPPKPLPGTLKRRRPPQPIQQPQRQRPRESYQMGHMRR
hgDAF-12 ag: H. glycines DAF-12 receptor agonists, primary screen, cell-based, luminescence, HEK293, GAL4 fusion, UAS-luciferase; 1.8% of 370,000 active; HEK293 GAL4-hgDAF12 UAS-luciferase reporter, agonist luminescence; normalized to butyrate control; activation, % at 6.8 µM; AID 687014, 2013; Nuclear hormone receptor DAF-12 (Heterodera glycines), GAL4 fusion;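 active = activation above a cutoff set at the mean of all screened compounds plus 3 SD, cut at about 10% in these data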;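 also: 0% = DMSO wells and 100% = sodium butyrate wells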
hcDAF-12 act: H. contortus DAF-12 nuclear receptor activators, primary screen, cell-based, luminescence, HEK293, lit1-tk-luc reporter | HEK293 hcDAF-12 lit1-tk-luc reporter; 0% DMSO, 100% Δ7-dafachronic acid | activation, % at 6.8 µM | 1.4% of 370,000 active;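 active = activation above the mean of all tested compounds plus 3 SD, cut at about 5.5% in these data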;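 also: 100% = response to 3 µM Δ7-dafachronic acid high control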
GAA850 FXN act: FXN promoter activators, primary screen, cell-based, luciferase luminescence, HEK293 lucGAA850; AID 540364, 2011; 0.56% of 360,000 active; activation, % at 6 µM; HEK293 lucGAA850 FXN promoter luciferase reporter, 24 h; percent of 10 µM SAHA response;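 active = activation above the average of all compounds screened plus 3 SD, cutoff fixed separately per campaign, cut at about 7.5% in these data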;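 also: 0% = DMSO wells and 100% = 10 µM SAHA wells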
SMARCA2 activ: SMARCA2 (BRM) function activators, primary screen, cell-based, luminescence, high throughput. 1% of 370,000 active. MG213 cells, MMTV-luciferase reporter, dexamethasone, overnight. activation, % at 9.1 µM. AID 652017, 2013; in the data active = activation above about 7.8%;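 also: 0% = vehicle wells and 100% = reference activator wells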
DAX1 inh-2: DAX1 (NR0B1) inhibitors, primary screen, cell-based, HEK293, Gal4-DAX1, luciferase luminescence | Nuclear receptor subfamily 0 group B member 1 (Homo sapiens), P51843 | HEK293 Gal4-DAX1 luciferase reporter | inhibition, % at 6.75 µM | 0.99% of 340,000 active | AID 504766, 2011;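 active = inhibition above the mean over all tested compounds plus 3 SD, cut at about 4.2% in these data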;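 also: 0% = DAX1-transfected cells with DMSO and 100% = empty-vector control cells with DMSO; inhibition shows as a rise in luminescence from relieved DAX1 repression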
Target sequence (P51843 207-470 limits assumed): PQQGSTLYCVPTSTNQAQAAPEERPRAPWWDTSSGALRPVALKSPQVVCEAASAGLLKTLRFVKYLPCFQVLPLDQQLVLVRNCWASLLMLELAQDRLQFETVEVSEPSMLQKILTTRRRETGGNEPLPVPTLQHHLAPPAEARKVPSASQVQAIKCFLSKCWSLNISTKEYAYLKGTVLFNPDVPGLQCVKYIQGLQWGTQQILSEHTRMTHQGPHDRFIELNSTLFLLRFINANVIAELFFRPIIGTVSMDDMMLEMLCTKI
ssDAF12 agonist: S. stercoralis DAF-12 nuclear receptor activators, primary screen, cell-based, luminescence, HEK293, GRIP1 co-expression, lit1-tk-luc. HEK293 ssDAF-12/GRIP1 lit1-tk-luc reporter; % of 3 µM dafachronic acid response. Nuclear hormone receptor DAF-12 (Strongyloides stercoralis). 1% of 370,000 active. activation, % at 6.8 µM;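 active = activation above the mean over all tested compounds plus 3 SD, cut at about 0.9% in these data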;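 also: 0% = DMSO-only wells and 100% = 3 µM delta7-dafachronic acid wells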
* hit, by the source's call; . = not tested or not shown; & = joins results of further samples.

SMILES	NPR1 activator	sPLA2-III inh	NPR2 activator	DAX1 inh-1	ADAM10 inh	hgDAF-12 ag	hcDAF-12 act	GAA850 FXN act	SMARCA2 activ	DAX1 inh-2	ssDAF12 agonist
CC(=O)c1ccc(NC(=O)CCCN2C(=O)C(c3ccccc3)Oc3cccnc32)cc1 (stereo not given)	-2.7	-6.4	-0.8	-0.3	7.3	-0.3	-1.4	1.5	-1.4	-0.3	-1.2
O=C(c1cc(-c2ccccc2)on1)N1CCN(Cc2ccc3c(c2)OCO3)CC1	9.8	-3.7	11.1	-0.6	11.3	1.5	-2.0	2.0	-2.8	1.0	-1.0
COc1ccc(NC(=S)NCCCCCC(=O)C[N+](=O)[O-])cc1	-3.5	-3.2	5.3	0.1	-4.7	2.2	-0.1	-0.5	-4.7	0.0	-0.7
Cc1ccc2c(CSc3nncs3)cc(=O)oc2c1	-1.3	-37.5	-10.2	-0.1	-5.6	1.3	-1.2	1.5	2.7	0.6	-1.4
COC(=O)c1sc(NC(=O)CSc2nnnn2C)nc1C	3.3	7.5	2.4	0.5	-7.6	9.7	5.6*	3.1	6.9	0.0	0.3
CCOc1ccc(CCNC(=O)Cn2c(-c3nonc3N)nc3ccccc32)cc1OCC	-11.9	2.5	-11.9	1.9	-0.7	0.7	-0.2	1.4	0.6	0.8	-0.7
COCCCN1CN(S(=O)(=O)c2cccs2)c2nc3ccccc3nc21	-5.3	0.5	-4.4	0.6	-297.7	-0.8	-0.7	2.7	3.2	-1.5	-1.8
COC(=O)C1C(=O)C=C(N2CCOCC2)CC1(C)C (stereo not given)	3.8	-1.3	-0.1	0.8	-3.9	2.2	-2.3	0.0	0.4	0.5	-0.7
COC(=O)C[C@H]1c2cc(C(F)(F)F)ccc2S(=O)(=O)N1C1CCCCC1	0.3	2.9	-1.5	0.3	-5.0	-1.0	-1.5	0.2	0.8	0.3	-1.1
O=C(Nc1nc(-c2ccc(F)cc2)cs1)c1ccc(N2C(=O)CCC2=O)cc1	36.9	-4.6	-2.1	-0.8	-5.7	-2.5	-0.6	-4.4	-3.4	-3.2	-2.0
Nc1c(C(=O)Nc2cccc(Cl)c2Cl)sc2nc(-c3cccnc3)ccc12	16.8	4.4	3.1	0.1	1.0	4.7	1.9	0.1	3.7	-0.2	-1.6
CC(=O)Nc1cccc(-c2cc3nc(NCc4cccnc4)n(C)c(=O)c3s2)c1	-0.6	1.9	-1.6	0.9	-19.1	-2.9	-0.3	0.5	4.0	.	-1.6
CCN(CC)S(=O)(=O)c1ccc(C(=O)OCC(=O)Nc2ccc(-c3nc4ccc(C)cc4s3)cc2)cc1	2.5	8.6	2.3	4.0*	-381.1	14.3*	7.6*	4.0	1.4	0.4	0.4
COc1nc(NC2CCCCC2)nc(N2CCCCCC2)n1	-1.3	4.1	-2.8	-1.2	4.7	-1.3	0.0	1.4	-3.9	-0.2	-1.5
C#CCOCCOCCOCCNc1nc(N2CCN(C(=O)C([C@@H](C)CC)n3cc(C(N)CO)nn3)CC2)nc(N2CCN(C(=O)C([C@@H](C)CC)n3cc(C(N)COC(=O)C(F)(F)F)nn3)CC2)n1 (stereo not given in full)	2.4	-7.5	6.6	0.2	0.0	-0.8	0.7	.	0.6	.	-0.8
COC(=O)C1C(=O)c2c([nH]c(C(=O)OC3CCCC3)c2C)CC1C (stereo not given)	-4.2	-0.4	2.4	3.3	14.5	8.9	6.0*	4.8	8.2*	2.1	0.1
O=C(c1ccc(C(=O)N2CCCc3ccccc32)nc1)N1CCCc2ccccc21	3.8	-0.5	5.2	0.5	3.7	-1.7	1.8	1.3	-2.2	-0.3	0.6
CC1CCCN(C(=O)Cn2c(=O)oc3cc(S(=O)(=O)N4CCCCC4C)ccc32)C1 (stereo not given)	-1.3	3.9	1.7	0.5	-6.5	0.6	0.7	-0.1	2.6	-0.8	-1.6
O=C(Cn1cnc2c(cnn2-c2ccccc2)c1=O)c1ccc(Cl)cc1	0.3	0.1	-5.0	-0.2	-6.8	-1.5	-0.3	-0.9	-2.9	0.6	-1.8
Cc1noc(C)c1COc1ccccc1C(=O)N1CCN(S(=O)(=O)c2ccccc2C(F)(F)F)CC1	-3.2	10.6	3.6	-1.1	-22.6	-0.7	-1.8	0.8	-1.9	-1.4	-1.6
CCCCNc1c(-c2cccc(SC3CCCCC3)c2)nc2ccc(Cl)cn12	13.1&8.8	3.3&-1.8	9.0&13.5	-0.1&0.8	-19.6&-27.2	0.9&-1.4	0.6&-0.3	2.9	1.9&-2.6	0.0	-1.3&-1.0
O=C(N/N=C/c1c[nH]c2ccc(Br)cc12)c1ccccn1	-2.3	-3.3	-5.6	1.8	-2.8	16.4*	3.0	3.2	3.8	3.6	-0.3
Cc1ccc(C(=O)N/C(=C/c2ccc(C(C)C)cc2)C(=O)NCCCN2CCOCC2)cc1	16.3	-7.0	-0.3	-0.3	-2.6	0.1	-1.4	0.7	1.1	.	-1.2
S=c1[nH]c(-c2cccs2)cn1-c1ccccc1	-5.6	3.5	-0.3	0.3	-14.6	6.2	5.0	4.0	5.4	1.4	-0.1
CC1(NC(=O)c2cc(Cl)nc3ccccc23)CCS(=O)(=O)C1 (stereo not given)	3.5	6.5	1.6	0.1	-39.5	1.0	1.9	0.8	2.3	-0.5	-1.1
CC1(C(=O)Nc2ccc3c(c2)OCCO3)CCN1Cc1ccccc1OC(F)F (stereo not given)	-3.6	-7.1	0.7	0.0	4.0	2.2	-0.8	-0.3	3.9	.	-1.4
CCOC(=O)C1=C(CN2CCN(C(=O)c3ccco3)CC2)NC(=O)NC1c1ccc(C)cc1 (stereo not given)	-5.6	1.3	-9.6	1.9	1.9	-2.4	-0.6	-0.4	-1.4	0.3	-1.1
CC(=O)c1cccc(S(=O)(=O)N2CCN(c3nc4cc(C)cc(C)c4cc3C#N)CC2)c1	-2.0	-2.1	-2.9	0.0	-24.2	-2.6	-0.8	-0.4	-5.9	-0.7	-0.8
CCC(C(=O)NC(C)(C)C)N(Cc1cccs1)C(=O)CNS(=O)(=O)c1ccccc1 (stereo not given)	-5.4	-8.7	-5.7	-0.5	0.3	1.4	0.7	1.8	-2.0	-0.2	-1.9
COc1ccc(NC(=O)CCOc2ccccc2F)cc1S(=O)(=O)N1CCCCC1	-0.2	-4.1	2.5	-2.0	-3.2	-3.3	-3.1	-1.6	-1.8	-0.4	-1.5
O=C(NCC1CCCO1)C(c1ccc(F)cc1)N(Cc1ccc(F)cc1)C(=O)Cn1nnc(-c2cccs2)n1 (stereo not given)	-5.2	-0.8	-6.3	-0.2	3.6	-1.7	-0.2	-3.9	-0.8	-0.9	-1.3
CC(=O)Nc1ccc2c(c1)N(C(=O)CN(C)C)c1ccccc1CC2	-2.0	10.0	-0.5	0.1	-84.0	0.9	0.5	0.3	-1.0	-1.4	-0.4
C[C@@H]1COC(=O)[C@@H](CC(=O)OC(C)(C)C)C/C=C\C[C@H](CC(=O)NCCO)C(=O)N1	-0.5	0.1	0.1	0.2	0.8	1.5	-1.1	-1.0	1.2	-0.2	-0.8
CCCc1noc2c1C(c1ccoc1)C(C#N)=C(N)N2 (stereo not given)	0.2	-1.7	-1.4	-1.0	1.2	-1.9	-0.8	-0.3	-4.6	-0.1	-1.4
CN(CCC#N)C(=O)CC1(Cc2ccccc2)CCOC(C)(C)C1 (stereo not given)	-0.6	-4.0	0.2	0.2	4.9	-1.9	-1.1	2.7	-2.7	3.9	0.1
CC1CCN(C(=O)COC(=O)c2ccc(N3CCCC3=O)cc2)CC1	0.3	7.1	-1.2	-0.4	-4.9	2.5	-0.6	-0.1	-1.7	0.7	-1.4
Cc1c(Cl)cccc1NC(=S)NCCc1ccc(F)cc1	2.4	13.5	1.3	0.2	-5.0	-1.2	-0.5	1.8	-2.3	-1.3	-1.3
Cc1n[nH]c(=O)c2c(NC(=O)CSc3nncs3)oc(C)c12	3.0	13.2	1.7	0.6	-23.6	-1.4	-2.0	0.6	-0.5	1.1	-0.7
Nc1nonc1C(=O)N/N=C/c1cc2c(cc1[N+](=O)[O-])OCO2	-0.2	1.9	-1.5	-0.1	-3.2	1.0	0.2	3.1	-0.7	-1.1	-0.5
CCCNC(=O)C1(C)CCCN(Cc2ccc(-c3ccccc3)cc2)C1 (stereo not given)	4.6	-3.1	-4.1	-2.0	-7.8	-3.5	-1.9	-0.6	-3.2	.	-2.2
O=C(NC(O)C(=O)c1cccs1)c1cccnc1 (stereo not given)	1.9	8.3	3.0	0.1	9.8	1.9	0.2	-2.0	1.1	-1.5	-0.8
COC(=O)c1ccc2nc(-c3ccc(C)cc3)c(CC(C)(C)C)n2c1	4.1	-7.3	1.7	0.6	12.3	4.4	0.3	.	-0.8	.	0.7
CCC[C@@H]1CCCO[C@@](C(=O)NCc2ccccn2)(C(F)(F)F)C1	-4.6	-1.5	2.2	-1.3	0.9	-2.9	-2.9	-1.4	-1.4	-1.7	-1.9
COCCN(CC1CCCN(C2Cc3ccccc3C2)C1)C(=O)c1cccc(C)c1 (stereo not given)	1.1	-0.2	-0.3	-0.2	-6.1	1.4	1.9	-0.4	-1.4	-0.1	-1.1
COc1ccc(C(CC(=O)Nc2nccs2)n2cccc2)cc1 (stereo not given)	-18.7	-51.2	-4.3	2.5	0.9	15.8*	3.3	4.0	8.1*	3.1	0.9*
CCOC(=O)C1CCCN(S(=O)(=O)c2cc3[nH]c(=O)c(=O)[nH]c3cc2C)C1 (stereo not given)	0.7	-3.5	2.7	0.0	-465.0	-0.4	1.3	-0.4	0.1	1.5	-1.3
COc1ccc(CCn2nnnc2CN2CCN(C(=O)c3ccco3)CC2)cc1OC	6.8	6.9	0.3	-0.4	-3.5	-1.4	-1.7	1.0	-5.1	-0.3	-1.1
